Screening data: PubChem BioAssay, several laboratories
MazF activator: MazEF (E. coli) toxin RNase activation. P0AE70. FAM/BHQ RNA-DNA oligo cleavage fluorescence, 5 h. activation, % at 20 µM. actives 0.32% (n = 350,000); in the data active = activation above about 50%
Target sequence (P0AE70 whole entry, looked up): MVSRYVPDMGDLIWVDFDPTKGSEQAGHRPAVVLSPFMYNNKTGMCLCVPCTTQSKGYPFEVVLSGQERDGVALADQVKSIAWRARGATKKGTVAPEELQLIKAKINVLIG
BoNT F protease: blocks Botulinum neurotoxin F light chain protease; Multiplex microsphere protease cleavage assay, flow cytometry; inhibition, % at 10 µM; actives 0.22% (n = 360,000); AID 588497; in the data active = inhibition above about 35%, passing the limit was not always enough; inconclusive = no clear call, values can overlap the other calls; also: plate controls were buffer without enzyme for full effect and enzyme alone for no effect
GDH-TPI counter: counter-screen for M. tuberculosis FBA inhibitors: GDH-TPI coupled enzymes; GDH-TPI coupled enzyme counterscreen, NADH absorbance; inhibition, % at 4.8 µM; actives 1.2% (n = 360,000); AID 588335; in the data active = inhibition above about 30%;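 also: 0% = DMSO wells and 100% = wells lacking the enzyme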
BioA inh: blocks M. tuberculosis BioA enzyme activity; actives 0.096% (n = 360,000); purified M. tuberculosis BioA enzyme, plate reader; AID 602481; inhibition, % at 9.99 µM; in the data active = inhibition above about 40%; inconclusive = no clear call, values can overlap the other calls
PrPC TRFRET: inhibitors of human cell surface prion protein PrPC. AID 720596. TR-FRET read-out. actives 0.43% (n = 370,000). inhibition, % at 13.8 µM; in the data active = inhibition above about 24%; also: 0% = median of the test wells and 100% = reference compound wells
FadD28 FP inh: inhibitors of Mycobacterium tuberculosis FadD28 bisubstrate binding. FadD28 bisubstrate probe binding, fluorescence polarization. inhibition, % at 12.5 µM. actives 0.22% (n = 360,000). AID 588549; in the data active = inhibition above about 8.5%, passing the limit was not always enough; inconclusive = no clear call, values can overlap the other calls
Rv3671c protease: inhibitors of M. tuberculosis serine protease Rv3671c; P9WHR9; inhibition, % at 5.96 µM; actives 0.048% (n = 320,000); AID 2606; in the data active = inhibition above about 38%;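 also: extracellular domain of Rv3671c used as enzyme; 0% = enzyme with DMSO and 100% = no enzyme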
FBA Mtb inh: inhibits M. tuberculosis FBA enzyme; P9WQA3; purified M. tuberculosis FBA, fluorescence read-out; inhibition, % at 1 µM; actives 2.3% (n = 360,000); AID 588726; in the data active = inhibition above about 27%;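 also: 0% = vehicle and 100% = reference inhibitor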
Target sequence (P9WQA3 whole entry, looked up): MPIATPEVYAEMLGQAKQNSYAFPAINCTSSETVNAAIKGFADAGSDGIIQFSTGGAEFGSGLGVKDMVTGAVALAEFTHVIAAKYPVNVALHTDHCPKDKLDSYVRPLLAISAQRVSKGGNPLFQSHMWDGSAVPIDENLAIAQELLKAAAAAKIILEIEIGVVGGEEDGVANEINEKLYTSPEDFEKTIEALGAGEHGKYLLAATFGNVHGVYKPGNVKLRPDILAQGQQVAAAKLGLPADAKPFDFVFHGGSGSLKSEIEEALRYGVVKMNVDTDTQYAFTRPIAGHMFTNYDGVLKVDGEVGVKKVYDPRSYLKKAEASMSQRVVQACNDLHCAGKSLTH
Mtb UGM inh: blocks M. tuberculosis UGM enzyme; P9WIQ1; purified UGM, fluorescence polarization probe displacement; inhibition, % at 10 µM; actives 0.06% (n = 320,000); AID 504406; in the data active = inhibition above about 10%, passing the limit was not always enough; inconclusive = no clear call, values can overlap the other calls
Target sequence (P9WIQ1 whole entry, looked up): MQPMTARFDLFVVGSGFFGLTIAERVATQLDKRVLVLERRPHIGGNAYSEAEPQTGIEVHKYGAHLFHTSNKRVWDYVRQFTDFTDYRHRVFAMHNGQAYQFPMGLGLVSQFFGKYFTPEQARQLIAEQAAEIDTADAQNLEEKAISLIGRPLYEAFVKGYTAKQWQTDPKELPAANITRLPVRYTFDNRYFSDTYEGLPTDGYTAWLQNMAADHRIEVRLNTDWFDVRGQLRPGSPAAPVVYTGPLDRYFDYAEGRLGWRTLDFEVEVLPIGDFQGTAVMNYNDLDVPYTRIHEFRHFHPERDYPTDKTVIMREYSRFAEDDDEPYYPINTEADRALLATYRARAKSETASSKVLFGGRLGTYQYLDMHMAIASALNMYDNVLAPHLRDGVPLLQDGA
Active calls of the source: *; i = inactive; u = inconclusive; x = not tested or not shown; + = active, no number. Rows were taken by chance; about 4.8% have a hit in one of these screens.

SMILES	MazF activator	BoNT F protease	GDH-TPI counter	BioA inh	PrPC TRFRET	FadD28 FP inh	Rv3671c protease	FBA Mtb inh	Mtb UGM inh
Fc1ccc(CNc2nc(-c3ccccc3)nc3ccccc23)cc1	0	-2	7	x	-2	-6.0	x	-2	x
O=C(O)C1OC1(c1ccccc1Cl)c1ccccc1Cl (stereo not given)	-2	-1	-8	x	9	-2.3	x	-1	x
COC(=O)C1=C(c2ccccc2)C[C@@H]2CC[C@H]1N2C(=O)NCc1cccc2ccccc12	3	-2	-9	1.1	3	-2.0	-5	-2	1.6
CCN(CC)c1ccc(C(=O)NNC(=O)c2cccn2C)cc1	-2	x	16	-2.3	-2	-1.0	-10	-2	-1.8
COc1cccc(CNC(=O)COC(=O)c2nc(Cl)c(Cl)c(Cl)c2Cl)c1	-3	x	-1	0.8	-2	-0.3	-7	0	1.3
CC1(C)CC(NC(=O)c2coc(=O)c(Br)c2)CC(C)(C)N1	2	3	26	-1.2	-8	-1.8	3	60*	0.0
COc1ccc(C2CC(c3cccc(C(F)(F)F)c3)=NN2c2ccc(S(N)(=O)=O)cc2)cc1 (stereo not given)	2	3	4	-1.2	0	-5.5	x	+	x
Cc1cc2c(cc1S(=O)(=O)CCC(=O)NCCc1ccccc1)OCC(=O)N2	4	1	18	-1.4	-7	-0.7	-10	3	-0.5
CCCNC(=O)CC(NS(=O)(=O)c1ccc(OC)cc1)c1ccco1 (stereo not given)	-5	-6	-7	x	-1	-3.8	0	-4	4.5
CCCCC(=O)Nc1ccc(C(=O)NCC(=O)OC)cc1	6	2	-4	x	-2	0.1	2	0	-1.6

Some of the entries so far, in CSV form:
SMILES,MazF activator,BoNT F protease,GDH-TPI counter,BioA inh,PrPC TRFRET,FadD28 FP inh,Rv3671c protease,FBA Mtb inh,Mtb UGM inh
COC(=O)C1=C(c2ccccc2)C[C@@H]2CC[C@H]1N2C(=O)NCc1cccc2ccccc12,3,-2,-9,1.1,3,-2.0,-5,-2,1.6
COc1ccc(C2CC(c3cccc(C(F)(F)F)c3)=NN2c2ccc(S(N)(=O)=O)cc2)cc1 (stereo not given),2,3,4,-1.2,0,-5.5,x,+,x
CCCNC(=O)CC(NS(=O)(=O)c1ccc(OC)cc1)c1ccco1 (stereo not given),-5,-6,-7,x,-1,-3.8,0,-4,4.5
COc1cccc(CNC(=O)COC(=O)c2nc(Cl)c(Cl)c(Cl)c2Cl)c1,-3,x,-1,0.8,-2,-0.3,-7,0,1.3

Continued.
SMILES	MazF activator	BoNT F protease	GDH-TPI counter	BioA inh	PrPC TRFRET	FadD28 FP inh	Rv3671c protease	FBA Mtb inh	Mtb UGM inh
Cc1ccc(S(=O)(=O)N2C[C@H]3C(=O)C[C@@H](c4ccccc4)N(S(=O)(=O)c4ccc(C)cc4)[C@H]3C[C@H]2c2ccc(Cl)cc2)cc1	-3	-5	-8	0.6	3	-0.4	x	1	x
O=C(NCC(c1ccccc1)N1CCCC1)C1CCN(C(=O)Nc2ccccc2)CC1 (stereo not given)	14	-8	-6	0.3	-5	-0.8	x	-3	x
Cc1ccc(O)c(NC(=O)CCCC(=O)O)c1	-3	-4	6	-1.5	2	0.0	2	0	0.6
CC1=CC(C)C2(CO)COC(c3ccc(O)cc3)C1C2C (stereo not given)	20	-1	-2	x	-4	-0.7	1	4	1.9
O=C(O)c1ccccc1CSc1ncn[nH]1	-3	8	-2	0.1	11	-2.3	1	0	-2.0
Cc1ccc(Oc2nnc(-c3ccc(C)cc3)c3ccccc23)cc1	7	0	7	-1.4	5	-1.8	-13	-4	1.0
O=C(Oc1ccc(/C=N/Nc2nc(N3CCCCC3)nc(N3CCCCC3)n2)cc1)c1ccco1	-8	-1	4	-0.7	0	-1.3	6	-2	-1.2
CC(=O)c1c(C)[nH]c(C(=O)OCC(=O)c2c(N)n(CC(C)C)c(=O)n(C)c2=O)c1C	2	x	-6	0.6	0	-2.7	-2	-1	1.4
O=C(NCC1CCCO1)c1ccc(N2C(=O)C3CCCCC3C2=O)cc1 (stereo not given)	10	-8	-5	-2.5	0	0.3	-1	0	-0.6
Cc1cccc(NC(=O)c2ccc(C(=O)Nc3cccc(C)c3)nc2)c1	7	-20	3	x	10	-2.5	-7	-2	3.1
O=C1CC(N(CCc2ccccc2)C(=S)Nc2cc(Cl)ccc2Cl)C(=O)N1c1c(Cl)cccc1Cl (stereo not given)	-11	3	11	-0.3	4	1.3	-192	-5	-0.2
COC(=O)c1ccc(C)c(NC(=O)C2COc3ccccc3O2)c1 (stereo not given)	-2	2	-9	3.5	14	-2.8	2	-1	0.3
COc1ccc(Br)c(C(=O)Nc2cccc(S(=O)(=O)N3CCOCC3)c2)c1	12	5	-10	-0.5	0	-2.8	0	1	0.0
O=C(N/C(=C\c1ccccc1)C(=O)N1CCOCC1)c1cccc(Br)c1	-1	-5	6	-1.6	8	-1.3	-3	-1	-0.1
COc1ccc(NS(=O)(=O)c2cc(S(C)(=O)=O)ccc2C)cc1	2	-2	9	x	-2	-1.1	-4	2	1.0
Cc1ccc(C)c(NC(NC(=O)c2cccnc2)C(Cl)(Cl)Cl)c1 (stereo not given)	-10	0	13	x	-2	-2.9	13	1	-0.4
Cc1ccc2nc(NC(=O)C3CCCN(S(=O)(=O)c4cnc[nH]4)C3)sc2c1 (stereo not given)	12	-6	-13	0.2	1	-2.7	10	0	0.6
CCN1C(=O)/C(=C/C=C2/SCCN2C)SC1=S	i	-19	15	-1.6	-20	-2.5	-5	-7	2.8
Cc1ccnc(NC(=O)c2ccc3c(c2)NC(=O)C(C)S3)c1 (stereo not given)	-1	8	9	-1.5	6	-3.8	-9	-2	-0.5
COc1cc(C2C3=C(COC3=O)Oc3cc4c(cc32)OCO4)ccc1OC(C)=O (stereo not given)	5	-4	2	x	22	-1.8	x	-2	x
CCCC(=O)NC(Oc1ccc(Cl)cc1Cl)C(Cl)(Cl)Cl (stereo not given)	-3	-8	-7	x	-4	-3.1	2	1	2.6
COc1cc(OC)cc(C(=O)Nc2cccc3nc(C)ccc23)c1	11	20	-3	-0.6	-3	-5.9	x	1	2.8
CCO[C@H]1OC(C(=O)N2CCCCCCC2)=C[C@@H](c2ccccc2)[C@@H]1CCCO	8	5	0	0.5	5	0.9	3	0	2.8
CCn1cc(S(=O)(=O)Nc2cc(C(=O)OC)ccc2C)cn1	1	-5	5	0.6	4	-4.2	1	0	1.5
O=C(N/N=C/c1cccc(OCc2ccccc2)c1)c1cccs1	9	-3	6	x	17	-10	-57	-1	-0.2
S=C(NCCc1ccccc1)NCc1cccc(Cl)c1	-3	3	0	-0.7	x	-7.1	1	0	2.0
O=c1c2ccc(Cl)cc2nc(-c2cccc(C(F)(F)F)c2)n1O	2	12	-1	x	-3	-1.4	6	9	0.4
Cc1ccc(S(=O)(=O)NC(=O)C2(C)CCN2C(=O)CC2CCCC2)cc1 (stereo not given)	x	1	-2	-1.5	-2	-1.2	x	-1	x
CCCCCCCCC(=O)NNC(=O)c1c(O)c2ccccc2n(CC)c1=O	3	39*	-5	x	1	-1.9	9	4	-2.4
CCN(CC)CCCNC(=O)c1nn(-c2ccccc2OC)c(=O)c2ccccc12	-9	-1	2	-1.4	-4	0.6	1	-1	3.5
O=C(NCCc1ccccc1)c1ccccc1NC(=O)C1CC=CCC1C(=O)O (stereo not given)	2	0	4	x	-2	-0.9	-16	10	0.6
COC(=O)NC(NC(=S)Nc1ccccc1OC)C(Cl)(Cl)Cl (stereo not given)	6	-4	-3	-1.9	-4	-6.4	-1	-5	1.1
COC(=O)c1ccccc1NC(=O)CN1CCC(NC(=O)c2ccc(C)cc2)CC1	-4	3	5	-0.5	-7	-0.8	-8	0	-3.1
COc1ccc(NC(=O)CCN2CCN(S(=O)(=O)c3ccc(C(C)C)cc3)CC2)cc1	3	-16	18	0.3	5	0.7	-7	0	1.2
Nc1nnnn1CC(=O)N/N=C/c1cccs1	10	u	16	-1.1	-3	-1.6	-10	-3	4.3
Cc1nc(C(=O)NC2CCOCC2)sc1C1(C)CC(c2cccc([N+](=O)[O-])c2)=NO1 (stereo not given)	6	-13	0	14	-20	0.3	4	2	-1.4
CC(C)(C)c1ccc2c(c1)OCC(C(=O)O)O2 (stereo not given)	-9	-5	-5	-2.0	-3	-3.9	-10	2	0.2
Cc1cccc(C(=O)OCC(=O)N2CCC(c3ccccc3)=N2)c1O	13	-8	-10	-1.2	4	-0.1	1	-2	-3.3
CCCCn1c(N)c(-c2nc3ccccc3s2)c2c([N+](=O)[O-])nn(C)c(=O)c21	-1	8	4	-1.3	5	0.1	-1	3	3.6
COc1ccc(-c2nc3ccccc3c(=O)o2)cc1OC	2	-10	1	x	-5	-9.4	-4	0	-0.6
Cc1cc(C)c(C#N)c(Sc2ccc(N)cc2)n1	-4	-5	-3	x	2	0.8	-5	-3	-1.0
COC(=O)[C@]1(Cc2ccccc2)N[C@H](CN(C)C(=O)Nc2ccc(OC)cc2)[C@@H]2C(=O)N(Cc3ccccc3)C(=O)[C@@H]21	9	-4	8	-1.1	4	0.3	-3	4	0.2
COc1ccc(C(=O)NC(=S)NCc2cccnc2)cc1Cl	3	-2	1	3.5	8	x	2	-1	-1.6
CN(Cc1cnn(C)c1)C(=O)c1cc2ccccc2oc1=O	-7	-3	-4	-2.2	8	-3.8	7	-2	0.3
COc1ccccc1Nc1nc(-c2sc(NC(=O)c3ccccc3)nc2C)cs1	-8	-2	24	-0.8	1	-0.4	3	1	-2.3
CCn1c(SC)nnc1-c1sc2cc(Cl)ccc2c1Cl	0	3	17	8.1	-16	0.2	8	1	0.8
O=S(=O)(c1ccc2c(c1)OCCO2)N1C[C@@H]2C[C@H]1CN2S(=O)(=O)c1c(F)cccc1F	1	-1	2	-4.0	1	-0.4	5	-1	4.3
Cc1cc(N2CCOCC2)nc2ccc(NC(=O)CCC(=O)N3CCCC(C)C3)cc12 (stereo not given)	19	-6	15	-1.1	-1	-2.3	1	54*	1.6
COc1ccc(C2=NN(C(=O)CSc3ncccn3)C(c3cccc(OC)c3OC)C2)cc1 (stereo not given)	1	-5	-4	x	0	-2.3	4	2	-1.0
COC(=O)C1=C(C)N(Cc2ccccc2)C(=NCc2ccccc2)N[C@H]1c1ccccc1	12	-12	1	3.5	-12	-5.1	0	1	-2.5
(list continues)
SMILES	MazF activator	BoNT F protease	GDH-TPI counter	BioA inh	PrPC TRFRET	FadD28 FP inh	Rv3671c protease	FBA Mtb inh	Mtb UGM inh
CCCC(=O)Nc1ccc(C(=O)Nc2cccc(OC)c2)cc1	1	1	0	x	-8	-1.8	-9	4	2.2
CC1CCCN(C(=O)NC(=O)c2ccc(Cl)cc2)C1 (stereo not given)	0	0	-5	-1.4	-4	-2.4	-7	0	-0.7
CCSc1ccc([C@@H]2[C@@H]3C(=O)N(C)C(=O)[C@@H]3[C@]3(C(=O)OC)CCCCN23)cc1	-15	-10	-3	-0.7	3	-2.5	3	0	0.3
COc1ccccc1C(=O)COC(=O)C1CCN(S(=O)(=O)c2ccccc2)CC1	1	-9	7	0.4	7	-0.1	x	-1	x
CN(CCc1ccccn1)C(=S)Nc1cccc(S(=O)(=O)N(C)C)c1	9	3	-2	-1.0	-2	0.3	5	0	1.1
O=C(CSc1nnnn1-c1ccccc1)NCC1(N2CCOCC2)CCCCC1	3	-1	2	-0.7	-1	-2.0	2	-2	-0.8
Cc1ccccc1-c1ncc(CN2CCN(C3CCCCC3)C(CCO)C2)cn1 (stereo not given)	7	-2	-10	x	-1	-3.4	0	-4	-2.2
CCOc1ccc(N=C2NC(=O)C(CC(=O)O)S2)cc1 (stereo not given)	0	8	-2	x	-1	-1.0	0	3	2.0
Cc1n(Cc2ccccc2)c2cc([N+](=O)[O-])ccc2[n+]1Cc1ccccc1	3	-25	6	6.7	-26	-2.4	2	0	-2.3
Clc1ccc(CSc2nnc(-c3cccnc3)o2)cc1	0	0	4	65*	2	-1.5	1	-1	-1.9
C=Cn1cc[n+](CC(=O)c2cc(C(C)(C)C)c(O)c(C(C)(C)C)c2)c1	10	2	7	-0.3	-2	-4.4	0	-1	3.2
COc1cc(C(=S)N2CCOCC2)cc(OC)c1OC(=O)c1cccc(C)c1	5	u	-3	0.8	-2	-0.5	-6	-2	4.0
COCCSc1ccccc1C(=O)N1CCN(c2ccccc2OC)CC1	-3	-4	-7	x	0	-5.6	-2	-4	-1.1
